Screens from PubChem BioAssay.
Giardia FBPA inh: Giardia lamblia aldolase inhibition. A8B2U2. purified Giardia FBPA. Potency, µM (doses to about 59.6 µM), without a hit: at the highest dose activity, negative = inhibition, hits mostly inhibitors. 0.71% of 290,000 active. AID 2451; further: potency means the concentration at half of the fitted maximal effect; on the % scale 0 is the no-effect control and ±100 the full control effect; nearly all actives have a fitted effect of over 55% in size
Target sequence (A8B2U2 whole entry, looked up): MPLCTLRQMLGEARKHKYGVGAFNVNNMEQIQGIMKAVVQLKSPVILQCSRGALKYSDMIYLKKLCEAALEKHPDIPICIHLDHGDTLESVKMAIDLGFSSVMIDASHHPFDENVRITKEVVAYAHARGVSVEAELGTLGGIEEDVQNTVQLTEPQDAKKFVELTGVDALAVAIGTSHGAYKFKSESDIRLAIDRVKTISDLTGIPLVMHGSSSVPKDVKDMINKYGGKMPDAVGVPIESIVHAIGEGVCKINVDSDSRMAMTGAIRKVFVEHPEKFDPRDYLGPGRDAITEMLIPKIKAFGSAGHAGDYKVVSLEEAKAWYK
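40 nM FBPA preincubated 10 min at RT with compound (up to 57.5 uM final), then substrate plus GAPDH/TPI/NAD/arsenate coupling and diaphorase/resazurin added. Fluorescence read after 20 min at RT, 525/598 nm.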
Shiga inhibitor: Shiga toxin inhibition | 9.2% of 290,000 active | inhibition, % at 38.7 µM | Vero cells, Shiga toxin protein synthesis inhibition reporter; in the data active means inhibition mostly above about 28%, no sharp cut-off; inactive means mostly below about 43%; further: 0% is about no effect
AmpC inh no detg: blocks E. coli AmpC beta-lactamase in detergent-free assay | AmpC nitrocefin hydrolysis, absorbance 480 nm, 0.0001% Triton | 0.52% of 330,000 active | P00811 | Potency, µM (series often up to 57.1 µM), for inactives: top-dose activity change, negative = inhibition, usual class: inhibitors;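 further: potency means the concentration at half of the fitted maximal effect; plate controls were no compound for no effect and no enzyme for full effect; nearly all actives have a fitted effect of over 20% in size; some results filed as inactive show a strong effect at the top dose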
Target sequence (P00811 whole entry, looked up): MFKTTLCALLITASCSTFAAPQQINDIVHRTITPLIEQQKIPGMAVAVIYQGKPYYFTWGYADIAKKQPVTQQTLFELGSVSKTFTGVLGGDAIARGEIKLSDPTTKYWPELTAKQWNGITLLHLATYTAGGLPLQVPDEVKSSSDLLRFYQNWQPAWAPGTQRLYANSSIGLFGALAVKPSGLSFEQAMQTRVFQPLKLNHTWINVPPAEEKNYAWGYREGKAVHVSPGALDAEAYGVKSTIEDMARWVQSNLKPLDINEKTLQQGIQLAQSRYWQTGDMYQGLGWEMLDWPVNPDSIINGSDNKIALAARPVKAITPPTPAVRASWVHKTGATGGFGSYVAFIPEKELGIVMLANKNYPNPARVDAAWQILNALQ
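AmpC (5.3 nM in the dispensed reagent) in 20 mM phosphate pH 7.0 with 0.01% (detergent screen) or 0.0001% Triton X-100 was preincubated with compounds for 15 min at room temperature. Nitrocefin was then added from an 800 uM solution, and hydrolysis was followed at 480 nm.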
AmpC inh detg: AmpC beta-lactamase inhibition with detergent present; AmpC hydrolysis of nitrocefin, absorbance 480 nm, 0.01% Triton; Potency, µM (highest dose often 114 µM), for the others: at the highest dose activity change, negative = inhibition, usual class: inhibitors; 0.041% of 370,000 active;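 further: potency means the concentration at half of the fitted maximal effect; 0% = no-compound wells and -100% = no-enzyme wells; nearly all actives have a fitted effect of over 25% in size; some results filed as inactive show a strong effect at the top dose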
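20 mM phosphate pH 7.0 + 0.01% (detergent screen) or 0.0001% Triton X-100; 5.3 nM AmpC reagent; cpd preinc 15 min RT; nitrocefin (800 uM stock) to start; A480 q20 s × 4 min; Activity was normalised to no-enzyme and no-compound control wells.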
CHX counter: affects cycloheximide protein synthesis inhibition readout, counter-screen; cell reporter, cycloheximide protein synthesis inhibition counterscreen; max response, %; 12% of 300,000 active; AID 2314; in the data active means max response mostly above about 13%, no sharp cut-off; inactive means mostly below about 14%; further: read at 38.3 µM for the half of the compounds with a filed dose; 0% is about no effect
HCMV antiviral: human cytomegalovirus inhibition. HFF cells, HCMV-luciferase reporter, 72 h; active compounds read low. 4.5% of 410,000 active. activity change, negative = inhibition, % at 57.5 µM; in the data active means activity change below about -60%; inconclusive means no clear call, values can overlap the other calls; inactive means above about -39%; further: on the % scale 0 is the no-effect control and ±100 the full control effect
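Two-dose cell screen: HFF monolayers treated with compounds and infected with luciferase-expressing HCMV at 1 PFU/cell, 72 h at 37C, then lysed for luciferase measurement.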
AMA1-RON2 inh: AMA1-RON2 (P. falciparum) interaction inhibition; AlphaScreen AMA1-biotinylated RON2 peptide binding; Potency, µM (top dose mostly 58.2 µM), for the others: top-dose activity change, negative = inhibition, actives largely listed as inhibitors; 0.2% of 360,000 active; AID 720542;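 further: potency means the concentration at half of the fitted maximal effect; 0% = vehicle wells and -100% = peptide control; nearly all actives have a fitted effect of over 45% in size; some results filed as inactive show a strong effect at the top dose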
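AMA1 (3D7) with his tag at 25 nM final met compounds first, then biotinylated RON2 peptide at 25 nM; detection used donor plus acceptor beads, 10 µg/mL apiece, read by AlphaScreen after 30 min at room temperature.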
* = called active by the depositor; & = joins results of further samples; [ ] = remark or other dose. Unless noted, the call rests on the fitted dose curve; in most records, active means well fitted curve in the direction sought with a large enough effect; inconclusive means small, poorly fitted or top-dose-only effect, or another doubt; inactive means no such curve, though single readings can be large; an effect the other way counts as inactive or inconclusive.

Start of the data: the first 2 entries, ahead of the listing:
For Cc1c2cnn(CC(=O)NCCCN3CC(C)CC(C)C3)c(=O)c2c(C)n1Cc1ccccc1Cl (stereo unspecified) the results were Giardia FBPA inh 6.0%, Shiga inhibitor -5.7, AmpC inh no detg 100.8%[activator], AmpC inh detg -3.5%, CHX counter -1.4, HCMV antiviral -68.7* and AMA1-RON2 inh 0.0%.
For CCOP(=O)(Cc1cc(C#N)oc1C)OCC the results were Giardia FBPA inh -1.5%, Shiga inhibitor -8.2, AmpC inh no detg -12.4%, AmpC inh detg inconclusive, CHX counter -3.1, HCMV antiviral 32.6 and AMA1-RON2 inh -4.8%.

Main list, from the start:
For Cc1c2cnn(CC(=O)NCCCN3CC(C)CC(C)C3)c(=O)c2c(C)n1Cc1ccccc1Cl (stereo unspecified) the results were Giardia FBPA inh 6.0%, Shiga inhibitor -5.7, AmpC inh no detg 100.8%[activator], AmpC inh detg -3.5%, CHX counter -1.4, HCMV antiviral -68.7* and AMA1-RON2 inh 0.0%.
For CCOP(=O)(Cc1cc(C#N)oc1C)OCC the results were Giardia FBPA inh -1.5%, Shiga inhibitor -8.2, AmpC inh no detg -12.4%, AmpC inh detg inconclusive, CHX counter -3.1, HCMV antiviral 32.6 and AMA1-RON2 inh -4.8%.
`CCC(C)N1CNc2c(c(=O)[nH]c(=S)n2-c2cccc(C)c2)C1` (stereo unspecified) gave Giardia FBPA inh -1.3%, Shiga inhibitor -9.3, AmpC inh no detg -6.5%, AmpC inh detg -2.6%, CHX counter 7.8, HCMV antiviral 36.9 and AMA1-RON2 inh 0.8%.
For COc1ccccc1NC(=O)CN1CC(=O)Nc2ccccc21 the results were Giardia FBPA inh -4.3%, Shiga inhibitor -8.9, AmpC inh no detg -14.5%, AmpC inh detg inconclusive, CHX counter -1.8, HCMV antiviral -10.9 and AMA1-RON2 inh 3.0%.
`O=C(/C=C/c1cccc(F)c1)NC1CCN(Cc2ccccc2)CC1` gave Giardia FBPA inh 2.5%, Shiga inhibitor -14.3, AmpC inh no detg -14.1%, AmpC inh detg -12.1%, CHX counter -0.5, HCMV antiviral -63.4* and AMA1-RON2 inh 3.1%.
`Cn1c(N)c(C(=O)c2ccc(Cl)c(S(=O)(=O)N3CCCCCC3)c2)c(=O)n(C)c1=O` gave AmpC inh no detg 9.5%, HCMV antiviral 0.0 and AMA1-RON2 inh -11.4%.
For Cc1cc(C)n(CC(=O)NNC(=O)c2ccc(S(C)(=O)=O)cc2)n1 the results were AmpC inh no detg -6.3%, HCMV antiviral 0.8 and AMA1-RON2 inh 25.6%.
Cn1c(Cc2ccccc2)nnc1SCC(=O)Nc1ccc2c(c1)OCCO2 was read as Giardia FBPA inh 3.4%, Shiga inhibitor -6.2, AmpC inh no detg -21.5%, AmpC inh detg inconclusive, CHX counter 5.9, HCMV antiviral -19.4 and AMA1-RON2 inh 7.5%.
For Cc1cccc(C)c1NC(=O)CSc1nnc(Cn2nnc(-c3ccccc3)n2)n1-c1ccccc1 the results were Giardia FBPA inh -1.9%, Shiga inhibitor -10.8, AmpC inh no detg 34.7%, AmpC inh detg -1.2%, CHX counter -0.7, HCMV antiviral 1.5 and AMA1-RON2 inh -13.6%.
`CNC(=S)N/N=C(\C)c1cccc([N+](=O)[O-])c1` gave Giardia FBPA inh inconclusive, Shiga inhibitor -4.4, AmpC inh no detg -16.0%, AmpC inh detg -13.8%, CHX counter -1.3, HCMV antiviral -28.9 and AMA1-RON2 inh 37.1%[activator].
CCOC(CCc1c(C)nc(NC(C)=O)[nH]c1=O)OCC was read as Giardia FBPA inh 0.2%, Shiga inhibitor -2.9, AmpC inh no detg -8.0%, AmpC inh detg 3.6%, CHX counter 0.8, HCMV antiviral -32.4 and AMA1-RON2 inh -2.6%.
CCCCC(=O)NS(=O)(=O)c1ccc(N=NN(CC)CC)cc1 was read as Giardia FBPA inh 3.2%, Shiga inhibitor -11.5, AmpC inh no detg -21.9%, AmpC inh detg -3.6%, CHX counter 0.2, HCMV antiviral -37.2 and AMA1-RON2 inh -9.5%.
Screening CC1=NN(C(=O)Cc2ccc(C)cc2)C(O)(c2cccnc2)C1 (stereo unspecified) returned Giardia FBPA inh 5.9%, Shiga inhibitor -21.4, AmpC inh no detg -7.8%, AmpC inh detg 1.0%, CHX counter -6.6, HCMV antiviral 20.9 and AMA1-RON2 inh 90.4%[activator].
CCC(=O)Nc1ccc2c(c1)C(=O)N(C1CCCCC1)C2=O was read as Giardia FBPA inh 4.3%, Shiga inhibitor -16.9, AmpC inh no detg -18.4%, AmpC inh detg -4.2%, CHX counter 1.0, HCMV antiviral -21.0 and AMA1-RON2 inh 4.7%.
`CC(C)OC(=O)C1C(=O)CC(C)(O)C(C(=O)OC(C)C)C1c1ccccc1` (stereo unspecified) gave Giardia FBPA inh 7.3%, Shiga inhibitor -6.7, AmpC inh no detg 11.0%, AmpC inh detg 5.3%, CHX counter -2.9, HCMV antiviral -14.7 and AMA1-RON2 inh -24.2%.
Screening COc1ccc(OCCOC(=O)c2cc(S(=O)(=O)N3CCOCC3)c(Cl)cc2Cl)cc1 returned AmpC inh no detg 29.0%, AmpC inh detg inconclusive, HCMV antiviral -11.8 and AMA1-RON2 inh -1.6%.
CCc1cc(=O)oc2cc(C)c(CN3CCCCC3)c(O)c12 was read as Giardia FBPA inh -17.9%, Shiga inhibitor -10.9, AmpC inh no detg -21.4%, AmpC inh detg inconclusive, CHX counter -2.5, HCMV antiviral -24.3 and AMA1-RON2 inh 1.0%.
COc1ccc(-c2ccc([C@H]3[C@H]4C=CC[C@@H](C)[C@@H]4C(=O)N3Cc3ccccc3)c(F)c2)cc1C was read as Giardia FBPA inh -0.1%, Shiga inhibitor -6.6, AmpC inh no detg -2.8%, AmpC inh detg -5.4%, CHX counter -4.3, HCMV antiviral 27.1 and AMA1-RON2 inh -16.0%.
Screening CCOc1ccc2nc(SCC(=O)NC3CCS(=O)(=O)C3)[nH]c2c1 (stereo unspecified) returned Giardia FBPA inh -0.2%, Shiga inhibitor 11.7, AmpC inh no detg -15.2%, AmpC inh detg -13.8%, CHX counter 0.4, HCMV antiviral 19.2 and AMA1-RON2 inh 13.1%.
`CN(C)c1ccc(C2C3C(=O)N(c4ccc(C(=O)O)cc4)C(=O)C3ON2c2ccccc2)cc1` (stereo unspecified) gave Giardia FBPA inh -1.7%, Shiga inhibitor -8.5, AmpC inh no detg -14.1%, AmpC inh detg -1.4%, CHX counter -1.6, HCMV antiviral 5.8 and AMA1-RON2 inh -12.4%.
For O=c1c2c(n3cnnc3n1-c1ccccc1)-c1ccccc1CC21CCCC1 the results were Giardia FBPA inh 4.3%, Shiga inhibitor -33.6, AmpC inh no detg -42.7%, AmpC inh detg 0.3%, CHX counter -1.4, HCMV antiviral inconclusive and AMA1-RON2 inh -0.6%.
c1ccc(NCn2cncn2)nc1 was read as Giardia FBPA inh -1.3%, Shiga inhibitor -7.5, AmpC inh no detg -10.6%, AmpC inh detg inconclusive, CHX counter -3.9, HCMV antiviral -1.7 and AMA1-RON2 inh -8.8%.
Screening c1ccc2c(c1)CCCN2Cc1nnc2n1CCCCC2 returned Giardia FBPA inh -2.8%, Shiga inhibitor 31.5, AmpC inh no detg 2.1%, AmpC inh detg -4.7%, CHX counter 25.8, HCMV antiviral 49.4 and AMA1-RON2 inh 22.2%.
`O=C(Nc1ccc(Nc2ccccc2)cc1)C(Cl)Cl` gave Giardia FBPA inh -8.7%, Shiga inhibitor 35.7, AmpC inh no detg -20.3%, AmpC inh detg -4.2%, CHX counter 12.1, HCMV antiviral -63.7* and AMA1-RON2 inh -20.9%.
Screening COc1ccc(C(=O)c2ccc(OC)cc2O)c(O)c1 returned Giardia FBPA inh -0.1%, Shiga inhibitor 46.5, AmpC inh no detg -33.1%, AmpC inh detg -17.7%, CHX counter 11.5, HCMV antiviral 20.5 and AMA1-RON2 inh 6.1%.
CCC(C)Sc1cccc(-c2nc3ccc(C)cn3c2NCc2ccccc2)c1 (stereo unspecified) was read as AmpC inh no detg -0.3%, AmpC inh detg -13.0%, HCMV antiviral 12.8&20.8 and AMA1-RON2 inh -4.5%&-6.0%.
For CCC(=O)Nc1nc2ccc(S(C)(=O)=O)cc2s1 the results were Giardia FBPA inh 3.7%, Shiga inhibitor 24.9, AmpC inh no detg -9.0%, AmpC inh detg inconclusive, CHX counter 14.0, HCMV antiviral 35.9 and AMA1-RON2 inh 17.5%.
`Cn1c(Sc2ccc(C(F)(F)F)cc2[N+](=O)[O-])nnc1-c1ccccc1` gave Giardia FBPA inh -0.2%, Shiga inhibitor -9.1, AmpC inh no detg -21.8%, AmpC inh detg 1.4%, CHX counter -2.9, HCMV antiviral inconclusive and AMA1-RON2 inh -11.3%.
Screening O=C1NN(c2ccccc2)C(=O)/C1=C/c1ccc(-c2ccc(C(=O)O)cc2)o1 returned Giardia FBPA inh -23.5%, Shiga inhibitor 48.8, AmpC inh no detg -31.9%, AmpC inh detg inconclusive, CHX counter -1.6, HCMV antiviral 8.5 and AMA1-RON2 inh -16.5%.
COc1ccc(CN(C)C(=O)c2ccccc2Sc2ccccc2C#N)c(OC)c1 was read as Shiga inhibitor -20.3, AmpC inh no detg 23.7%, AmpC inh detg 4.2%, CHX counter -2.6, HCMV antiviral -13.8 and AMA1-RON2 inh -2.4%.
`Nc1ccnc(Oc2ccc(F)cc2)c1` gave Giardia FBPA inh 12.4%, Shiga inhibitor 30.0, AmpC inh no detg -9.5%, AmpC inh detg -8.4%, CHX counter 12.2, HCMV antiviral 14.3 and AMA1-RON2 inh 8.6%.
Screening N#Cc1ccccc1NC1=CC(=O)CCC1 returned Giardia FBPA inh 0.1%, Shiga inhibitor -13.7, AmpC inh no detg -23.2%, AmpC inh detg inconclusive, CHX counter 10.1, HCMV antiviral -0.7 and AMA1-RON2 inh 2.5%.
`COc1ccc(N2C(=O)C3C4C=CC(c5ccccc5)(C3C2=O)C2C(=O)N(c3ccc(OC)cc3)C(=O)C42)cc1` (stereo unspecified) gave Giardia FBPA inh 0.8%, Shiga inhibitor -11.8, AmpC inh no detg 117.4%[activator], AmpC inh detg 3.8%, CHX counter -4.1, HCMV antiviral -2.2 and AMA1-RON2 inh 6.0%.
For CCOC(=O)CSc1nc2c([nH]c3ccccc32)c(=O)n1C the results were Giardia FBPA inh 0.8%, Shiga inhibitor -17.7, AmpC inh no detg -35.5%, AmpC inh detg -8.6%, CHX counter 1.1, HCMV antiviral 133.2 and AMA1-RON2 inh -9.0%.
Screening COc1ccc(-n2nc(C(=O)NCC(=O)NCc3ccccc3OC)c3ccccc3c2=O)cc1 returned Giardia FBPA inh 11.3%, Shiga inhibitor -6.7, AmpC inh no detg -16.5%, AmpC inh detg 10.7%, CHX counter -10.4, HCMV antiviral 24.5 and AMA1-RON2 inh 4.0%.
C=CCNC(=O)CN(c1ccc(OC)cc1OC)S(C)(=O)=O was read as Giardia FBPA inh 0.4%, Shiga inhibitor 24.3, AmpC inh no detg -17.9%, AmpC inh detg -1.2%, CHX counter -3.3, HCMV antiviral 3.0 and AMA1-RON2 inh -3.4%.
